M4 ag: CHRM4 agonism in calcium assay; CHO-K1 hM4/Gqi5, Fluo-8 calcium fluorescence; vehicle 0%, full acetylcholine response 100%; AID 624127; 360,000 compounds, 0.14% hits; activation, % at 3 µM;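 active means activation above the run mean over all test wells plus 3 SD, cut at about 32% in these data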;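 further: peak over basal fluorescence ratio per well then scaled between controls; 0% = DMSO wells and 100% = acetylcholine at EC100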
Target sequence (P08173 whole entry, looked up): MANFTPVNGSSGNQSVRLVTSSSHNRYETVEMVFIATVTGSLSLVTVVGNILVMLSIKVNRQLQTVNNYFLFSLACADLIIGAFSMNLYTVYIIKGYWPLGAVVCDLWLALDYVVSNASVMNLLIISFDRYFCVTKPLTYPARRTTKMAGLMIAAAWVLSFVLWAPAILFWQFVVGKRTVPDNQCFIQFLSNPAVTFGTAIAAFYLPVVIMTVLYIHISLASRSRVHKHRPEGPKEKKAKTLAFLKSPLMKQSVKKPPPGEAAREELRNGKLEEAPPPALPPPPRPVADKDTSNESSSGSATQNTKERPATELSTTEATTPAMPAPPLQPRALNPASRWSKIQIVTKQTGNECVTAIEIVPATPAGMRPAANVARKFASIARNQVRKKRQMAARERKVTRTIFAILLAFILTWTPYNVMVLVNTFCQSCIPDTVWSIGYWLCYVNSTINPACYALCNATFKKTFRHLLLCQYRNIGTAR
CHO-K1 Ca antag: M1 antagonist counterscreen hit in parental CHO-K1 cells | 360,000 compounds, 0.6% hits | ATP-induced calcium, Fluo-8 fluorescence | inhibition, % at 3 µM | AID 602250;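 active means inhibition above a per-plate cutoff, the plate's mean sample inhibition plus 3 SD, cut at about 24% in these data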;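 further: 0% = DMSO plus EC80 ATP and 100% = DMSO alone without ATP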
M4 PAM: positive allosteric modulators of human muscarinic M4 receptor. CHO-K1 hM4/Gqi5, Fluo-8 calcium fluorescence, ACh EC20; 0% = ACh EC20, 100% = maximal ACh. activation, % at 3 µM. P08173. 360,000 compounds, 0.4% hits;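 active means activation above its plate's cutoff, the mean activation of sample wells plus 3 SD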; further: some results filed as inactive read as strong as hits
CHRM5 antagonist: blocks acetylcholine activation of human M5 receptor | AID 624040 | CHO-hM5 cells, Fluo-8 calcium fluorescence, ACh EC80 | inhibition, % at 3 µM | 360,000 compounds, 0.59% hits | P08912;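 active means inhibition above a per-plate cutoff, the mean of that plate's test compounds plus 3 SD, cut at about 27% in these data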;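 further: 0% = acetylcholine EC80 with DMSO and 100% = DMSO without agonist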
Target sequence (P08912 whole entry, looked up): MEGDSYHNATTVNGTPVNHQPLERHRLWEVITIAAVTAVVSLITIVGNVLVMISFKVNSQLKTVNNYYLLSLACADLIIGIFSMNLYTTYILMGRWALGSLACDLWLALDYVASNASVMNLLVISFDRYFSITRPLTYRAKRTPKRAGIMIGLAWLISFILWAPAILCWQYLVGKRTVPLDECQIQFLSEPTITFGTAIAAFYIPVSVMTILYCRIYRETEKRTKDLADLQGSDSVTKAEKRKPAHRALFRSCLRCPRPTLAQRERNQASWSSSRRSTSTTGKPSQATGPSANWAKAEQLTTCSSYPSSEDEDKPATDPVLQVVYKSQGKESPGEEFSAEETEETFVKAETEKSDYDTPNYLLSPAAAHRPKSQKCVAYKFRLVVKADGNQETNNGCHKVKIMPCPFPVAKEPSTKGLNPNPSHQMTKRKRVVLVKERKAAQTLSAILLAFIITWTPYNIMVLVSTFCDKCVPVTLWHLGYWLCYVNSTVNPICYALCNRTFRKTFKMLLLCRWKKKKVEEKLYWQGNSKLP
M1 PAM parental: M1 PAM counterscreen hit in parental CHO-K1 cells. 360,000 compounds, 0.02% hits. ATP EC20, Fluo-8 calcium fluorescence; 0% at ATP EC20, 100% at ATP max. activation, % at 3 µM;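 active means activation above the run cutoff, the mean activation of all test compounds plus 3 SD, cut at about 40% in these data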;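 further: peak over basal fluorescence ratio in a 140 s read after ATP addition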
M5 ag: CHRM5 agonism in calcium assay; P08912; CHO-K1 hM5 cells, Fluo-8 calcium fluorescence; 0% DMSO wells, 100% maximal acetylcholine response; activation, % at 3 µM; 360,000 compounds, 0.19% hits; AID 624037;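 active means activation above the run's mean over test compounds plus 3 SD, cut at about 23% in these data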;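 further: signal is peak over basal fluorescence ratio across the kinetic read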
CHRM5 PAM: potentiates acetylcholine response at human M5 receptor. CHO-K1 hM5, Fluo-8 calcium, ACh EC20 PAM; 0% = ACh EC20, 100% = ACh EC100. 360,000 compounds, 0.3% hits. P08912. activation, % at 3 µM;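 active means activation above the run cutoff, the mean activation of all test compounds plus 3 SD, cut at about 18% in these data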
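System: CHO-K1 hM5 cells. Reagent: acetylcholine, EC20 level. Compound dosing: single dose, 3 µM nominal final test concentration. Timing: Post-acetylcholine fluorescence recording 140 s. Detection: Fluo-8 calcium fluorescence. Read-out: % activation, ACh-normalized. Benchmarks: ACh EC20 and EC100 wells. Repeats: singlicate, one well per test compound.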
CHO-K1 Ca ag: nonselective activator or artifact in parental CHO-K1 cells; 360,000 compounds, 0.48% hits; Fluo-8 calcium fluorescence; scaled to maximal ATP response, vehicle zero; activation, % at 3 µM; in the data active means activation above about 15%;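 further: untransfected CHO-K1 host cells lacking M1 receptor as counterscreen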
M4 antag: CHRM4 antagonism in calcium assay | P08173 | CHO-hM4 cells, ACh EC80, Fluo-8 calcium fluorescence | inhibition, % at 3 µM | 360,000 compounds, 0.73% hits;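 active means inhibition above its plate's cutoff, the mean inhibition of sample wells plus 3 SD, cut at about 27% in these data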;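 further: 0% = acetylcholine EC80 with DMSO and 100% = DMSO without agonist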
* = called active by the depositor. Outcome played no part in choosing rows; any-hit rate near 2.7%.

SMILES	M4 ag	CHO-K1 Ca antag	M4 PAM	CHRM5 antagonist	M1 PAM parental	M5 ag	CHRM5 PAM	CHO-K1 Ca ag	M4 antag
CCc1nn2c(NCCCO)cc(C)nc2c1-c1ccc(F)cc1	0	5	-4	4	-17	-4	-2	-0.7	-2
O=C(Nc1ccccc1)c1ccc(CN2CCC(Cc3ccccc3)CC2)cc1	2	6	-16	10	11	-8	-13	0.3	32*
COc1cc(C2CC(=O)c3c(ccc4ccccc34)N2)ccc1O (centres undefined)	4	5	2	8	8	1	-6	0.3	0
CC(C)C[C@H]1CN([C@@H](Cc2ccc(O)cc2)CN2CCC[C@@H]2CN2C(=S)NC[C@@H]2Cc2ccccc2)C(=S)N1CC1CCCCC1	-1	4	-3	-16	5	-5	-6	0.3	-31
COc1ccc(CC(=O)NNc2ncnc3c2cnn3C)cc1OC	1	-3	4	1	20	0	2	-0.4	-1
Cc1cc2oc(=O)cc(CN3CCN(Cc4ccccc4)CC3)c2cc1C	12	-8	-10	13	15	-5	-5	3.8	13
COc1ccccc1C1CC(=O)Nc2c1c(=O)n(C)c(=O)n2C (centres undefined)	1	-6	0	3	15	0	-5	0.6	-12
O=C(O)c1ccc(Cl)c(S(=O)(=O)Nc2cccc(C(=O)Nc3cccc(C(F)(F)F)c3)c2)c1	1	7	0	0	-15	2	-7	-0.8	2
CCCC12CN(C(=O)c3ccc([N+](=O)[O-])cc3)CC(C)(CN(C(=O)c3ccc([N+](=O)[O-])cc3)C1)C2=O	6	-3	-13	7	6	-1	-10	3.0	1
Cc1ccccc1OCC(=O)OCC(=O)NC1CCCC(C)C1C (centres undefined)	0	8	3	11	-22	4	-2	-0.3	-9
Cc1cccc(C)c1OCC(O)Cn1nnc2ccccc21 (centres undefined)	3	-1	3	-4	15	-3	-5	1.6	-7
CCCn1nnc(NC(=O)Cc2ccc(Cl)cc2)n1	0	19	1	-2	-9	-1	11	0.1	10
COc1ccccc1-c1noc2c1C(=O)N(Cc1cn(C3CCCC3)nn1)CC2	0	-28	-1	6	9	1	1	0.1	11
COC(=O)c1[nH]c2c(c1C)C(=O)CCC2	1	-16	8	4	17	1	1	0.7	-2
C=CCN1C=C2C(=O)C(C)(OC(=O)C3CCCC3)C(=O)C=C2C=C1c1ccsc1 (centres undefined)	1	-9	-6	13	21	-6	-7	-0.3	7
Cc1cc(=O)n2[nH]c(-c3ccc(F)cc3)cc2n1	0	-9	2	2	15	-2	1	0.9	4
Cc1c(Cl)cccc1NC(=O)CNC(=O)Cc1n[nH]c(=O)c2ccccc12	0	-5	2	11	3	2	5	0.5	-3
Cc1ccc(CNC(=O)C2CCCN(C(=O)Nc3ccc(F)cc3)C2)cc1 (centres undefined)	2	1	3	4	-7	-2	-1	0.8	-3
Cc1cccc(N2C(=O)N(c3ccccc3C)C3CS(=O)(=O)CC32)c1 (centres undefined)	0	-6	-2	5	16	-4	-9	0.2	4
N/C(=N\OC(=O)C1CCCCC1)c1ccccn1	0	-9	-1	5	2	-3	-6	-0.5	7
Cc1ccc(-c2[nH]ncc2/C=N/n2c(C)nc3ccccc3c2=O)cc1	1	-1	0	14	6	1	-3	0.6	3
CC(=O)C1C(c2cccc(F)c2)NC(=O)NC1(O)C(F)(F)F (centres undefined)	2	-2	-1	8	3	-1	-5	0.2	1
CC1(C(=O)NC2CCCCCCC2)CCC(=O)N1Cc1ccco1 (centres undefined)	1	4	2	3	-3	-4	0	-0.1	2
CC(C)CNS(=O)(=O)c1ccc(CCC(=O)NCCC2=CCCCC2)cc1	3	-12	-6	5	9	1	-2	3.1	1
O=C(Nc1nnc(-c2ccco2)o1)c1ccc([N+](=O)[O-])s1	-1	1	1	13	13	0	3	0.1	4
CCOc1ccc(/C(O)=C2/C(=O)C(=O)N(c3ccccn3)C2c2ccc(Cl)cc2)c(C)c1 (centres undefined)	0	-9	-6	12	8	-3	-4	-0.7	-6
O=C(O)C1C2C=CC(C2)C1C(=O)NCc1ccccc1 (centres undefined)	2	-4	10	-2	13	1	7	0.3	-10
CCOC(=O)Nc1nnc(/C=C/c2ccc(OC)cc2)s1	2	-3	3	-6	15	1	-2	0.3	-2
COc1ccc2c(C=O)c[nH]c2c1	1	-3	3	1	3	0	0	1.1	-4
CC(C)(C)c1nc(CN2CCOCC2)cc(CN2CCOCC2)c1O	1	9	8	-4	-6	0	8	0.1	-3
Cc1nn(CCCC(=O)Nc2ccc(Br)cc2F)c(C)c1[N+](=O)[O-]	0	-5	-3	12	2	-7	-6	-0.3	-2
O=S(=O)(O/N=C1\CCCc2ccccc21)c1ccccc1	0	10	-1	-1	-4	2	9	-0.3	-3
O=c1c(Cl)c(N2CCN(c3ccccc3)CC2)cnn1C12CC3CC(CC(C3)C1)C2	1	-7	-6	-1	0	-1	-1	0.1	6
Cn1c(N)c(C(=O)COC(=O)c2cc(C3CC3)nc3ccccc23)c(=O)n(Cc2ccccc2)c1=O	5	-9	-6	9	5	2	0	1.4	2
O=C(Cc1ccc([N+](=O)[O-])cc1)NNC(=O)c1cccs1	1	-4	-3	3	-2	-1	5	0.6	0
COc1ccc(C2(c3ccc(OC)cc3)NC(=O)N(CC(=O)N3CCOCC3)C2=O)cc1	0	-5	-4	12	-5	2	-6	0.0	6

Complete entries from above. Values in the order: M4 ag, CHO-K1 Ca antag, M4 PAM, CHRM5 antagonist, M1 PAM parental, M5 ag, CHRM5 PAM, CHO-K1 Ca ag, M4 antag
Entry for CCc1nn2c(NCCCO)cc(C)nc2c1-c1ccc(F)cc1 : 0, 5, -4, 4, -17, -4, -2, -0.7, -2
Entry for O=C(O)c1ccc(Cl)c(S(=O)(=O)Nc2cccc(C(=O)Nc3cccc(C(F)(F)F)c3)c2)c1 : 1, 7, 0, 0, -15, 2, -7, -0.8, 2
Entry for Cc1c(Cl)cccc1NC(=O)CNC(=O)Cc1n[nH]c(=O)c2ccccc12 : 0, -5, 2, 11, 3, 2, 5, 0.5, -3
Entry for CC1(C(=O)NC2CCCCCCC2)CCC(=O)N1Cc1ccco1 (centres undefined) : 1, 4, 2, 3, -3, -4, 0, -0.1, 2
Entry for COc1ccc2c(C=O)c[nH]c2c1 : 1, -3, 3, 1, 3, 0, 0, 1.1, -4

Looked up by compound from the list above (two):
SMILES	M4 ag	CHO-K1 Ca antag	M4 PAM	CHRM5 antagonist	M1 PAM parental	M5 ag	CHRM5 PAM	CHO-K1 Ca ag	M4 antag
Cc1ccc(CNC(=O)C2CCCN(C(=O)Nc3ccc(F)cc3)C2)cc1 (centres undefined)	2	1	3	4	-7	-2	-1	0.8	-3
Cc1c(Cl)cccc1NC(=O)CNC(=O)Cc1n[nH]c(=O)c2ccccc12	0	-5	2	11	3	2	5	0.5	-3

More records follow.
SMILES	M4 ag	CHO-K1 Ca antag	M4 PAM	CHRM5 antagonist	M1 PAM parental	M5 ag	CHRM5 PAM	CHO-K1 Ca ag	M4 antag
CN(C)CCNC(=O)c1cc2c(=O)n(C)c3ccccc3c2n1C	2	1	9	-4	20	1	1	0.0	-14
CNC(=O)c1c[nH]c2ccc(S(=O)(=O)Nc3cccc(SC)c3)cc2c1=O	1	6	3	3	-9	-3	4	0.4	-2
CC(=O)N1c2ccc(S(=O)(=O)N3CCC(C(=O)NCc4ccccc4Cl)CC3)cc2CC1C (centres undefined)	3	-21	-10	10	21	-1	-3	7.2	14
COc1nnc(-c2ccc(C)cc2)c2ccccc12	-2	6	-1	18	-6	0	-3	-0.3	0
CC[C@@H](C)CN1C(=O)N[C@@H](c2ccccc2)C(C(C)=O)=C1C	1	0	9	-1	1	2	-1	-0.5	-8
Fc1c(F)c(C(F)(F)F)c(F)c(F)c1N1CCN(c2ccc3nnc(C(F)(F)F)n3n2)CC1	0	-16	5	-7	22	-1	3	1.1	-4
CC(=O)c1cnc2nc(SCc3ccccc3)nn2c1C	3	-9	1	0	30	-1	0	0.9	2
Cc1cc(C)cc(C(=O)NCC(=O)OCC(=O)c2c(N)n(C)c(=O)n(C)c2=O)c1	2	-4	0	6	-6	3	-2	-0.1	5
COc1ccc(/C=C2\SC(=S)N(CCC(=O)N(CCO)Cc3ccccc3)C2=O)cc1OC	5	-5	37*	-5	2	-2	8	-0.1	17
COc1ccc(OC(C)c2ccc(C#N)c(=O)[nH]2)cc1 (centres undefined)	1	-3	1	-5	12	0	2	-0.1	0
Nn1c(SCc2ccccc2)nnc1C1CCCCC1	20	7	-12	-4	-11	-6	-8	4.7	12
COC(=O)c1noc(C)c1-c1ccnn1C(=O)c1ccc(C)cc1	0	8	-2	1	-18	4	2	-0.2	2
CN(C)/C=C(/C(=O)c1ccccc1)n1cncn1	1	2	8	7	8	-3	-6	0.0	-7
C=C1[C@@H](OC(C)=O)C=C[C@@]2(C)C=CC(=O)[C@@](C)(OC(C)=O)[C@@H]2[C@@H](OC(C)=O)[C@]2(O)[C@@H](C)C(=O)O[C@H]2[C@H]1Cl	2	1	-3	1	-5	2	-1	1.0	-6
CCn1cc(CN2CCC(n3nccc3NC(=O)c3ccccc3C)CC2)cn1	1	8	4	-2	-4	-4	8	4.3	-4
CCOCCCNC(=O)C(NC(=O)c1ccc(NC(C)=O)cc1)c1ccc(Cl)cc1 (centres undefined)	1	1	-3	-3	12	0	-1	1.1	-15
C=CC(COCc1ccccc1)N(Cc1ccccc1)S(=O)(=O)c1ccccc1Br (centres undefined)	1	-9	-5	20	14	-1	-18	0.2	7
O=C(O)c1cn(-c2ccc(F)cc2)c(=O)c2ccccc12	1	-9	7	8	4	-3	-8	0.1	4
O=S(=O)(/N=C(/Nc1ccc(F)cc1F)c1ccccc1)c1ccccc1	1	-6	5	3	19	-5	-1	0.8	4
O=C(c1ccccc1F)N1CCc2ccccc21	-1	17	10	-10	-5	-10	7	-0.2	-6
c1ccc(NCC2OCc3ccccc3CO2)cc1	5	-8	14	3	5	-2	8	0.3	18

Quoted from the listing.
Value of c1ccc(NCC2OCc3ccccc3CO2)cc1 in M1 PAM parental: 5
Value of C=C1[C@@H](OC(C)=O)C=C[C@@]2(C)C=CC(=O)[C@@](C)(OC(C)=O)[C@@H]2[C@@H](OC(C)=O)[C@]2(O)[C@@H](C)C(=O)O[C@H]2[C@H]1Cl in M1 PAM parental: -5
Value of O=S(=O)(/N=C(/Nc1ccc(F)cc1F)c1ccccc1)c1ccccc1 in M1 PAM parental: 19
Value of CN(C)/C=C(/C(=O)c1ccccc1)n1cncn1 in CHRM5 PAM: -6
Value of O=C(c1ccccc1F)N1CCc2ccccc21 in M4 ag: -1

Screening data (PubChem BioAssay)
